# Bioassay records as filed in PubChem.
# mHtt clearance – mutant huntingtin protein clearance. actives 0.42% (n = 47,000). inhibition, % at 1.5 µM. HeLa Exon1htt(103Q)mCFP, aggregate imaging; zero = plate's median compound well;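 active = inhibition of aggregate fluorescence above about 70%, also judged a hit by eye on the cell image, limit read from the data, passing the limit was not always enough; inconclusive = no rule stated for this call; inactive = not judged a hit on image review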;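 note: cells exposed to compound for three days before fixation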
# mHtt clearance grain fraction – recorded beside mHtt clearance, whose call it bears; fraction fluorescence in grains; measured here: aggregate grain fluorescence fraction; hits give low values;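 scaled fraction of total cell fluorescence in grains with unit not stated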
# Active calls of the source: *; ? = inconclusive; . = not tested or not shown. This is a subset. The share of hits here may be higher or lower than overall.
SMILES,mHtt clearance,mHtt clearance grain fraction
c1ccc(CN2C3=NCCCN3c3ccccc32)cc1,20,30
COc1ccc(C(=O)Nc2ccc(NC(=O)c3cnccn3)cn2)cc1,7,35
COCCNC(=O)c1c(N)n(-c2ccccc2)c2nc3ccccc3nc12,7,39
CCNc1nc(NC(C)C)nc(NS(=O)(=O)c2ccc(Cl)cc2)n1,-20,49
Cc1coc(C)c1C(=O)CC1(O)C(=O)N(CCc2ccccc2)c2ccccc21 (stereo not drawn),14,17
NC(=S)Nc1cnc2ccccc2c1,-10,42
c1ccc2c(c1)nnn2Cc1nnc2sc(-c3ccc4c(c3)OCCO4)nn12,-8,40
COc1ccc(CNC(=O)CSc2ncnc3nc[nH]c23)cc1,17,17
Cc1ccnc(SCCn2c(N3CCC(C)CC3)nc3c2c(=O)n(C)c(=O)n3C)n1,44,11
Cc1ccc(C)c(NC(=O)CN(C)S(=O)(=O)c2ccc(F)cc2)c1,-19,52
COc1ccc(C(=O)OCCN2CCOCC2)cc1OC,50,16
CCC(=O)Nn1c(C)nnc1C,-106,39
Cc1ccc2c(c1)N(CC(=O)N1CCCCCC1)C(=O)CO2,-46,48
NC(=O)c1cccc(S(=O)(=O)N2CC(c3ccccc3)CC2=O)c1 (stereo not drawn),-192,137
Cn1c(SCCC(=O)O)nnc1-c1ccncc1,-8,19
CC1CCCCC12NC(=O)N(Cn1nnc3ccccc3c1=O)C2=O (stereo not drawn),-13,43
COc1ccc(C2C3=C(CC(C)(C)CC3=O)Nc3c2c(=O)[nH]c(=O)n3Cc2ccccc2)cc1OC (stereo not drawn),52,9.3
Cc1cc(N2C(=O)C(=O)/C(=C(/O)c3ccc(Cl)cc3)C2c2cccc(Br)c2)no1 (stereo not drawn),21,15
COc1cccc2cc(C(C)N(CCCN3CCOCC3)C(=O)Nc3ccccc3)oc12 (stereo not drawn),-12,45
Cc1cccc(OCCCCCn2ccnc2)c1,-17,42
COc1ccccc1NC(=O)C(C)N1CCN(C/C=C/c2ccccc2)CC1 (stereo not drawn),0,20
Cc1ccc(S(=O)(=O)N[C@H](C(=O)N2CCC(C(=O)N3CCC[C@H]3C(=O)O)CC2)C(C)C)cc1,52,9.3
CCn1c(CNc2ccccc2Cl)nnc1SCC(=O)OC1CCCCC1,-5,36
O=C(Cn1cnc2c(cnn2-c2ccccc2)c1=O)OCc1ccccc1,14,17
Clc1ccc2nc(CN3CCCCCC3)cn2c1,28,29

# More structures follow:
SMILES,mHtt clearance,mHtt clearance grain fraction
O=C(CSc1ccccn1)N1CCN(c2cccc(Cl)c2)CC1,19,25
CC(=NCCc1ccccc1)C1=C(O)COC1=O,25,26
CN1CCN(CCCNC(=O)c2ccc3c(c2)N(Cc2ccccc2)CCS3)CC1,12,42
O=C(CCN1C(=O)C2C3C=CC(C3)C2C1=O)Nc1ccc2ncccc2c1 (stereo not drawn),-10,48
COc1ccc(N(CC(=O)N/N=C/c2ccco2)S(=O)(=O)c2ccccc2)cc1,16,32
Cc1ccc(C(C(=O)NC(C)(C)C)N(Cc2cccs2)C(=O)c2csnn2)cc1 (stereo not drawn),1,17
CCN(CC)S(=O)(=O)N1CCC(C(=O)NC2CCCC2)CC1,2,36
Clc1ccc2[nH]c(-c3ccccc3)cc2c1,-10,24
CN1C(=O)C2(C(C#N)=C(N)Oc3c2oc(CO)cc3=O)c2ccccc21 (stereo not drawn),-46,24
Cc1nc2ccc(NC(=O)N3CCSCC3)cc2nc1C,20,14
O=C(O)c1ccc(Cl)c(NC(=O)C2CCCN2S(=O)(=O)c2cccc3nsnc23)c1 (stereo not drawn),-3,39
O=S(=O)(Nc1ccc2nc(-c3ccco3)[nH]c2c1)c1ccccc1,1,34
O=C(Nc1nc(-c2ccccc2)cs1)C1CCCN(S(=O)(=O)c2ccccc2)C1 (stereo not drawn),-22,35
O=C(NCCCn1ccnc1)Nc1ccc(Cl)cc1,39,22
CCC(=O)c1cc(-c2nc3ccccc3n2C)n(C)c1,-61,30
COCCN1C(=O)C(CC(=O)Nc2ccc(C(C)=O)cc2)SC1=Nc1ccccc1 (stereo not drawn),17,17
Cc1ccc(-n2c(Cc3cccn3C)nnc2SCC(=O)N2CCN(c3ccccc3)CC2)cc1,26,32
O=c1/c(=C\c2cccnc2)sc2nc3ccccc3n12,25,13
Cn1c(CNS(=O)(=O)c2ccc(F)cc2)n[nH]c1=S,-43,44
O=C(Cc1ccc(-n2cccc2)cc1)NC1CCCCC1,26,21
CCC(c1nnnn1Cc1ccco1)N1CCC(C(N)=O)CC1 (stereo not drawn),-52,32
C/C(O)=C(/C#N)c1nc2ccccc2[nH]1,-57,33
Cc1sc2nc(NCCO)[nH]c(=O)c2c1C,19,30
CCOC(=O)c1sc(NC(=O)CSc2nnnn2-c2ccc(C)cc2C)nc1C,-32,48
Cc1ccc(NC(=O)NC(=O)CN2C(=O)NC3(CCc4ccccc43)C2=O)c(C)c1 (stereo not drawn),-10,36

# Part of the list above in order of molecular weight, largest number first:
SMILES,mHtt clearance,mHtt clearance grain fraction
Cc1ccc(-n2c(Cc3cccn3C)nnc2SCC(=O)N2CCN(c3ccccc3)CC2)cc1,26,32
O=C(O)c1ccc(Cl)c(NC(=O)C2CCCN2S(=O)(=O)c2cccc3nsnc23)c1 (stereo not drawn),-3,39
Cc1ccc(C(C(=O)NC(C)(C)C)N(Cc2cccs2)C(=O)c2csnn2)cc1 (stereo not drawn),1,17
O=C(Nc1nc(-c2ccccc2)cs1)C1CCCN(S(=O)(=O)c2ccccc2)C1 (stereo not drawn),-22,35
COCCN1C(=O)C(CC(=O)Nc2ccc(C(C)=O)cc2)SC1=Nc1ccccc1 (stereo not drawn),17,17
CCNc1nc(NC(C)C)nc(NS(=O)(=O)c2ccc(Cl)cc2)n1,-20,49
COCCNC(=O)c1c(N)n(-c2ccccc2)c2nc3ccccc3nc12,7,39
Cc1ccc(C)c(NC(=O)CN(C)S(=O)(=O)c2ccc(F)cc2)c1,-19,52
O=C(CSc1ccccn1)N1CCN(c2cccc(Cl)c2)CC1,19,25
NC(=O)c1cccc(S(=O)(=O)N2CC(c3ccccc3)CC2=O)c1 (stereo not drawn),-192,137
Cn1c(CNS(=O)(=O)c2ccc(F)cc2)n[nH]c1=S,-43,44
COc1ccc(C(=O)OCCN2CCOCC2)cc1OC,50,16
CCC(=O)c1cc(-c2nc3ccccc3n2C)n(C)c1,-61,30
Clc1ccc2nc(CN3CCCCCC3)cn2c1,28,29
c1ccc(CN2C3=NCCCN3c3ccccc32)cc1,20,30
Cc1cccc(OCCCCCn2ccnc2)c1,-17,42
NC(=S)Nc1cnc2ccccc2c1,-10,42
C/C(O)=C(/C#N)c1nc2ccccc2[nH]1,-57,33
CCC(=O)Nn1c(C)nnc1C,-106,39

# (cont.)
SMILES,mHtt clearance,mHtt clearance grain fraction
COCCCN(C(=O)c1cccnc1SC)c1c(N)n(Cc2ccccc2)c(=O)[nH]c1=O,22,27
O=C(NCC1CCCO1)C1CCN(c2ccc(S(=O)(=O)N3CCCC3)cc2)CC1 (stereo not drawn),3,19
CC1(C)CC(=O)c2c(-c3cccs3)n[nH]c2C1,-39,31
Cc1ccc(N2CCN(CCc3nc4cc(NS(C)(=O)=O)ccc4n3C)CC2)cc1,27,28
Cc1cc(Nc2nc3ccccc3nc2Cl)n(-c2ccccc2C)n1,69,12
Cc1ccc(CN(c2ccc(C(=O)NCc3cccnc3)cc2)S(C)(=O)=O)cc1,23,18
c1n[nH]c(NC2=NCCC2)n1,-25,42
NC(=O)C1CCN(C(c2ccccc2Cl)c2nnnn2CC2CCCO2)CC1 (stereo not drawn),24,15
C=CCSc1nc2sc(C)c(C)c2c(=O)n1CC=C,39,12
CN(c1cccc(NC(=O)COc2ccccc2)c1)S(C)(=O)=O,20,16
Cc1ccc(NC(=O)CSCC(=O)Nc2ncc3c(n2)CC(c2ccco2)CC3=O)cc1 (stereo not drawn),-14,42
CCOC(=O)c1c(-c2ccccc2)cn2ccccc12,-25,48
CCOc1ccc(C2C=C(c3ccc(C)cc3)Nc3nnnn32)cc1 (stereo not drawn),8,33
CCCCCCCCN=C1NC(=O)CS1,0,40
COc1ccc(CNc2nc3nc(C)c(Cl)c(C)n3n2)cc1OC,-3,17
Cc1nn(-c2nnc(C)c(=O)[nH]2)c(C)c1SCC(=O)Nc1ccc(C(C)C)cc1,-4,21
CC(C)Nc1nc(-c2ccccc2)nc(-n2ccnc2)n1,-8,37
CCC(=O)OC1(C#CCOc2ccc(OC)cc2)CCN(C)CC1,-30,23
Cc1ccc(NC(=O)CC(=O)NCCN2CCOCC2)cc1,-6,35
Clc1ccc(/C=N/Nc2nc(Cl)nc3ccccc23)cc1,41,18
Cc1cc(C)nc(NC(=O)CSc2nc3ccccc3s2)n1,14,17
O=C1[C@@H]2[C@H](C(=O)N1O)[C@H]1C=C[C@@H]2C1,2,18
CC(C)(CNc1ccc([N+](=O)[O-])cc1Cl)CNS(C)(=O)=O,9,25
CCOC(=O)C1CCN(CC(=O)c2c(C)[nH]c3cc(C)ccc23)CC1,2,20
CCOc1ccc(NC(=O)c2ccncc2)cc1,-10,23

# (list continues)
SMILES,mHtt clearance,mHtt clearance grain fraction
Cc1cc(Cl)c(S(=O)(=O)Nc2ccc3c(c2)OCO3)cc1OCC(=O)NC1CCCCC1,-11,31
Cc1ccc(Nc2cc(C)nc3ncnn23)c(Cl)c1,-4,35
COc1ccc2c(c1)NC(=O)CC(c1ccccc1)=N2,56,8.8
Cc1ccc(-c2ccc(SCC(=O)Nc3nonc3C)nn2)cc1,-46,24
CCOC(=O)C1CCCN(c2c(N3CCC(N4CCCCC4)CC3)c(=O)c2=O)C1 (stereo not drawn),52,21
Cc1nc2ncccn2c1-c1csc(NCc2ccco2)n1,11,17
CCS(=O)(=O)c1ccc2oc(SCC(=O)NC34CC5CC(CC(C5)C3)C4)nc2c1,0,20
C=CCOC(=O)C1=C(C)Nc2[nH]c(=O)[nH]c(=O)c2C1c1cccc(OC)c1 (stereo not drawn),-33,25
CCCCOC(=O)Nc1ccc(OC)cc1S(=O)(=O)N1CCOCC1,4,20
Cc1ccccc1-n1c(=O)c2ccccc2n2nnnc12,18,16
CCC(=O)N1CCN(c2ccccc2NC(=O)Cc2ccc(Cl)cc2)CC1,4,20
Nc1nc(SCc2ccccc2)ns1,-33,25
COCCCNC(=O)CN1C(=O)c2ccccc2C1=O,38,13
O=C(CCCCCn1c(=S)[nH]c2cc3c(cc2c1=O)OCO3)N1CCN(C2CCCCC2)CC1,-47,54
CCOc1ccc(Cn2c(O)cc(=O)[nH]c2=O)cc1,28,14
Cc1cccc(OCC(=O)N2CCN(C(=O)c3cccs3)CC2)c1,?,.
COc1cc2cc(C(c3nnnn3C3CCCC3)N3CCc4ccccc43)c(=O)[nH]c2cc1OC (stereo not drawn),-49,60
CCC(C)N(CC(=O)NCc1ccc(OC)cc1)C(=O)c1csnn1 (stereo not drawn),45,10
N#Cc1ccc2ccn(CC(=O)NC3CCCCCC3)c2c1,-59,58
CS(=O)(=O)N(CC(=O)NC1CC2CCC1C2)c1cccc(C(F)(F)F)c1 (stereo not drawn),-32,24
CCOC(=O)Nc1cccc(OCC(=O)Nc2ccccc2OC)c1,-16,40
COc1ccc(N(CC(=O)N2CCN(c3ccccc3)CC2)S(=O)(=O)c2c(C)noc2C)cc1,-4,49
Cc1ccc(CC2CC(=O)N(c3ccc(Cl)cn3)C2=O)cc1 (stereo not drawn),-19,25
Nc1ccc(CCS(N)(=O)=O)cc1,-32,23
CCCCN(C)S(=O)(=O)c1ccc(C(=O)Nc2nnc(-c3cccs3)o2)cc1,2,36

# Carrying on.
SMILES,mHtt clearance,mHtt clearance grain fraction
CC1CCC2(CC1)NC(=O)c1ccccc1O2 (stereo not drawn),-9,47
O=C1C2C3C=CC(C3)C2C(=O)N1c1ccc(Cc2ccncc2)cc1 (stereo not drawn),25,33
C/C(=N\NC(=O)CC1N=C(Cc2ccccc2)NNC1=O)c1ccc(Cl)cc1Cl (stereo not drawn),-26,50
CCc1nn(CC(=O)NCCCN(CC)Cc2ccccc2)c(=O)c2cc3sccc3n12,-78,31
C=C(C)CSc1nc2ncc(Cl)cc2[nH]1,20,22
O=C1CCc2cc(S(=O)(=O)NC(C(=O)NCc3cccnc3)c3ccccc3)ccc2N1 (stereo not drawn),10,43
COc1ccc(C2CC(C(F)(F)F)n3ncc(C(=O)O)c3N2)cc1OC (stereo not drawn),10,20
O=S(=O)(c1ccc(S(=O)(=O)N2CCCC2)cc1)N1CCCCCC1,47,18
CCC(Oc1ccccc1)C(=O)N1CCN(CC)CC1 (stereo not drawn),-71,33
Nc1nc(C2CC2)c(Sc2sc(N)nc2C2CC2)s1,37,23
COC(=O)c1ccn(C(=O)c2ccc(Cl)cc2)n1,-22,23
Cc1ccc(OCC(=O)Nn2cnnc2)c(Br)c1,46,11
CCOC(=O)Cc1csc(NC(NC(=O)CC)(C(F)(F)F)C(F)(F)F)n1,2,33
COc1ccc2cc3cc(C(=O)NCCc4ccc(OC)c(OC)c4)oc3nc2c1,17,17
O=C(Nc1ccc(-c2nc3ncccc3o2)cc1)c1ccco1,13,15
CCN1C(=O)/C(=C\N(C(C)=O)c2ccccc2)OC1=S,40,11
Cc1c(NC(=O)C(C)OC(=O)C(NC(=O)c2ccco2)C(C)C)c(=O)n(-c2ccccc2)n1C (stereo not drawn),-41,24
Cc1ccc(S(=O)(=O)NC2CCOC(C)(C)C2)cc1 (stereo not drawn),-21,45
O=C(N1CCCC1)C12CC3CC(CC(C3)C1)C2,-87,33
C=CCNC(=O)C(=O)c1cccn1-c1ccsc1C(=O)OC,-145,52
COc1ccc(N(C(=O)c2ccco2)C(C(=O)NC2CCCCC2)c2cccs2)cc1OC (stereo not drawn),20,14
CC(C)(C)NC(=O)C(c1ccncc1)N(Cc1cccs1)C(=O)Cn1nnc(-c2cccs2)n1 (stereo not drawn),36,14
Cc1cc(NC(=O)CCC(=O)N(CC(=O)NCC2CCCO2)Cc2ccc(F)cc2)no1 (stereo not drawn),-38,24
CCN(CC)CCCCCOc1ccccc1OC,-46,30
O=C(c1ccco1)N1CCC(n2nnc3ccccc32)CC1,28,16
CCN(CC)CCCNc1oc(-c2cccc(Cl)c2)nc1C#N,-17,23
